Compound activity (PubChem BioAssay)
FBPA Giardia inh = inhibitors of Giardia lamblia fructose-1,6-bisphosphate aldolase. AID 2451. actives 0.71% (n = 290,000). A8B2U2. Potency, µM (top dose mostly 59.6 µM), for the others: top-dose activity, negative = inhibition, actives largely listed as inhibitors. purified Giardia FBPA; further: potency means the concentration at half of the fitted maximal effect; on the % scale 0 is the no-effect control and ±100 the full control effect; nearly all actives have a fitted effect of over 55% in size
Target sequence (A8B2U2 whole entry, looked up): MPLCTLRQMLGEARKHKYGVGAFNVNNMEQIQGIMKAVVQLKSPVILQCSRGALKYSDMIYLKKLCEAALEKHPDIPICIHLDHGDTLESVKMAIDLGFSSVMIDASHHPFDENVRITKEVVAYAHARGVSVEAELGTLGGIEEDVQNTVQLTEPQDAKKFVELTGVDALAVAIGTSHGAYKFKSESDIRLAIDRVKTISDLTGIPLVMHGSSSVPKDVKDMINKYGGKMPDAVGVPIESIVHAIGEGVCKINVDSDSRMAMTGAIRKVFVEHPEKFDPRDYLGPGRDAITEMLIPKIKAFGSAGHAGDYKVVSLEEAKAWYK
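40 nM FBPA preincubated 10 min at RT with compound (up to 57.5 uM final), then substrate plus GAPDH/TPI/NAD/arsenate coupling and diaphorase/resazurin added. Fluorescence read after 20 min at RT, 525/598 nm.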
Pf growth 96h = inhibits malaria parasite growth, 96 h. P. falciparum luciferase reporter growth, 96 h. Potency, µM (doses to about 28.7 µM), for the others: at the highest dose activity change, negative = inhibition, usual class: inhibitors. actives 6.9% (n = 320,000). AID 504834; further: potency means the concentration at half of the fitted maximal effect; on the % scale 0 is the no-effect control and ±100 the full control effect
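Infected RBCs, 2% Hct / 0.05% parasitemia final; luciferase-reporter P. falciparum; cpd 96 h, 37 C, 5% CO2; luciferase detection reagent; luminescence.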
Pf growth 48h = P. falciparum growth inhibition at 48 hours (one generation); actives 5.9% (n = 310,000); P. falciparum luciferase growth in erythrocytes, 48 h; Potency, µM (titrated, usually from 28.7 µM), for inactives: at the highest dose activity change, negative = inhibition, usual class: inhibitors; further: potency means the concentration at half of the fitted maximal effect; on the % scale 0 is the no-effect control and ±100 the full control effect
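Erythrocytes infected with P. falciparum carrying an integrated firefly luciferase reporter (2% hematocrit, 0.1% parasitemia final) were exposed to compounds in RPMI 1640 with 0.5% Albumax at 37 C, 5% CO2. Growth inhibition was scored as reduced luminescence.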
Cycloheximide cs = counter-screen for Shiga toxin inhibitors: cycloheximide protein synthesis inhibition; AID 2314; actives 12% (n = 300,000); max response, %; cell reporter, cycloheximide protein synthesis inhibition counterscreen; in the data active means max response mostly above about 13%, no sharp cut-off; inactive means mostly below about 14%; further: read at 38.3 µM for the half of the compounds with a filed dose; 0% is about no effect
Shiga toxin inh = inhibitors of Shiga toxin in Vero cells; inhibition, % at 38.7 µM; Vero cells, Shiga toxin protein synthesis inhibition reporter; actives 9.2% (n = 290,000); in the data active means inhibition mostly above about 28%, no sharp cut-off; inactive means mostly below about 43%; further: 0% is about no effect
Sm TGR block = blocks Schistosoma mansoni thioredoxin glutathione reductase | Q962Y6 | purified TGR, DTNB reduction, TNB absorbance 405 nm | Potency, µM (series often up to 114 µM), inactives show at the highest dose activity change, negative = inhibition, hits mostly inhibitors | actives 3% (n = 360,000) | AID 485364; further: potency means the concentration at half of the fitted maximal effect; on the % scale 0 is the no-effect control and ±100 the full control effect; nearly all actives have a fitted effect of over 60% in size
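First, TGR (20 nM dispensed) and NADPH were mixed with compound. Second, a 15 min room-temperature incubation followed. Third, further NADPH and then DTNB were added to start the reaction. Finally, TNB absorbance was monitored kinetically.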
* hit, by the source's call; ? = inconclusive; · = not tested or not shown; & = joins results of further samples; [ ] = dose if it differs, or a comment. Unless noted, the call rests on the fitted dose curve; in most records, active means well fitted curve in the direction sought with a large enough effect; inconclusive means small, poorly fitted or top-dose-only effect, or another doubt; inactive means no such curve, though single readings can be large; an effect the other way counts as inactive or inconclusive. Outcome played no part in choosing rows. Share with any hit: about 24%.

cpd | compound | FBPA Giardia inh | Pf growth 96h | Pf growth 48h
1 | COc1cccc(NC(=O)COC(=O)CCCC2=NS(=O)(=O)c3ccccc3N2)c1 | · | ? | -5%
2 | N#C/C(=C\c1ccc(-c2cccc(C(F)(F)F)c2)o1)C(=O)Nn1cnnc1 | -4% | -21% | -7%
3 | O=C(CCc1ccccc1)N=C1SC2CS(=O)(=O)CC2N1c1ccccc1F (configuration not stated) | · | 47%[activator] | ?
4 | CN1C(=O)N(C)C(c2ccccc2Cl)C2=C1CC(C)(C)CC2=O (configuration not stated) | 7% | ? | -18%
5 | CN(C(=O)CSc1nnc(-c2ccccc2F)n1N)C1CCCCC1 | · | -26% | -21%
6 | COc1ccccc1CNC(=O)Cn1c(=O)c2cccn2c2cccnc21 | · | -13% | -20%
7 | O=C(C1CC1)N1N=C(c2ccc(Br)cc2)CC1(O)C(F)(F)F (configuration not stated) | 7% | -6% | -13%[0.00184 µM]
8 | COc1ccc(Br)cc1CNC(=O)CCc1nc(-c2ccccc2F)no1 | -6% | · | 4%
9 | Cc1c(C(=O)N2CCOCC2)oc2c1C(=O)CC(C)(C)C2 | -5% | 12µM* | 3%
10 | CCn1cc(CN2CCC(n3nccc3NC(=O)c3cccc(F)c3)CC2)c(C)n1 | · | 1% | 9%
11 | N#Cc1cccnc1N1CCN(C(=O)c2cccc3c2C(=O)c2ccc(Cl)cc2S3(=O)=O)CC1 | · | ? | ?
12 | COC(=O)c1c(NC(=O)c2ccccc2)sc2c1CC(C)(C)OC2 | 7% | ? | ·
13 | CCc1ccc(OS(=O)(=O)c2cn(C)c(=O)n(C)c2=O)cc1 | 6% | 69%[activator] | -4%
14 | O=C(CSc1nncn1-c1ccccc1)Nc1ccc(F)cc1F | 13% | 53%[activator] | 21%
15 | CCOC(=O)CN1C(=O)N[C@H](c2ccc(Br)cc2)C(C(C)=O)=C1C | 0% | 0% | -10%

cpd | Cycloheximide cs | Shiga toxin inh | Sm TGR block
1 | -1 | -7 | 5%
2 | -3 | -14 | 3%
3 | -1 | 16 | -7%
4 | -1 | -2 | -10%
5 | · | · | -20%
6 | 6 | 7 | 0%
7 | -7 | -6 | 1%
8 | 1 | -6 | 0%
9 | -2 | -13 | -12%
10 | 1 | -15 | 0%
11 | · | · | -32%
12 | -2 | -14 | 3%
13 | -2 | 34 | -3%
14 | -4 | -2 | 4%
15 | 1 | -12 | ?

One compound at a time (already shown).
CN1C(=O)N(C)C(c2ccccc2Cl)C2=C1CC(C)(C)CC2=O (configuration not stated) across the screens: FBPA Giardia inh = 7%; Pf growth 96h = ?; Pf growth 48h = -18%; Cycloheximide cs = -1; Shiga toxin inh = -2; Sm TGR block = -10%
CCc1ccc(OS(=O)(=O)c2cn(C)c(=O)n(C)c2=O)cc1 across the screens: FBPA Giardia inh = 6%; Pf growth 96h = 69%[activator]; Pf growth 48h = -4%; Cycloheximide cs = -2; Shiga toxin inh = 34; Sm TGR block = -3%
Cc1c(C(=O)N2CCOCC2)oc2c1C(=O)CC(C)(C)C2 across the screens: FBPA Giardia inh = -5%; Pf growth 96h = 12µM*; Pf growth 48h = 3%; Cycloheximide cs = -2; Shiga toxin inh = -13; Sm TGR block = -12%

Next part.
cpd | compound | FBPA Giardia inh | Pf growth 96h | Pf growth 48h
16 | O=C(CSc1nnc(CN2CCOCC2)n1-c1ccccc1)Nc1ccc(Cl)cc1 | 6% | 25% | ?
17 | O=C(NNC(=O)c1cc(-c2ccncc2)nc2ccccc12)c1ccccc1F | · | 56%[activator] | 66%[activator]
18 | CCCCN(C)C(=O)C1CCN(c2ccc(S(=O)(=O)N3CCOCC3)cc2[N+](=O)[O-])CC1 | · | 9.3µM* | ?
19 | COc1cc(CN2CCC(n3nccc3NC(=O)CCCc3ccccc3)CC2)ccc1F | 9% | ? | ?
20 | CCCNc1ncnc2c1cnn2-c1ccc(OC)cc1 | -3% | -1% | 31%[activator]
21 | CCOC(=O)N1CCC(NC(=O)C2CCN(C(=O)c3cc4sccc4n3CC)CC2)CC1 | -1% | -25% | ?
22 | COc1cc(CNC(=O)C2CCCN2S(=O)(=O)c2ccccc2)cc(OC)c1OC (configuration not stated) | -3% | 10% | -5%
23 | O=C(O)[C@H](Cc1ccccc1)NC(=O)N1CCOCC1 | 0% | 19% | 5%
24 | COc1ccccc1NC(=S)NN1CCN(C)CC1 | 5% | -4% | -5%
25 | COC(=O)c1ccccc1NC(=O)CSc1nc(O)c(-c2ccccc2)c(=O)[nH]1 | 14% | ? | 12%
26 | CNC(=S)N1CCN=C1Nc1nc(C)cc(C)n1 | 0% | ? | 17%
27 | CC[n+]1c(/C=C/Nc2ccccc2)oc2ccc(OC)cc21 | -13% | 15% | ?
28 | CSc1ccccc1OCc1cc(C(=O)N2CCSCC2)no1 | · | 0% | 50%[activator]
29 | CCC(C)c1ccccc1NC(=O)COC(=O)c1ccc(N2CCCC2)c([N+](=O)[O-])c1 (configuration not stated) | 5% | -4% | 4%
30 | COc1cccc(NC(=O)N2CCCC2C(=O)NC2CCCC2)c1 (configuration not stated) | · | -13% | 25%

cpd | Cycloheximide cs | Shiga toxin inh | Sm TGR block
16 | 1 | -1 | -15%
17 | · | · | -7%
18 | · | · | 45µM*
19 | -1 | -8 | -4%
20 | -2 | -11 | -34%
21 | -4 | -3 | 9%
22 | -3 | -5 | -2%
23 | -4 | -5 | -1%
24 | -3 | 11 | -3%
25 | -3 | -11 | -14%
26 | 8 | 23 | ·
27 | 12 | 41 | ·
28 | 61* | 99* | 0%
29 | -2 | -13 | -11%
30 | -6 | -16 | 9%

By substructure, the entries above with two or more sulfur atoms
cpd | compound | FBPA Giardia inh | Pf growth 96h | Pf growth 48h
3 | O=C(CCc1ccccc1)N=C1SC2CS(=O)(=O)CC2N1c1ccccc1F (configuration not stated) | · | 47%[activator] | ?
28 | CSc1ccccc1OCc1cc(C(=O)N2CCSCC2)no1 | · | 0% | 50%[activator]

cpd | Cycloheximide cs | Shiga toxin inh | Sm TGR block
3 | -1 | 16 | -7%
28 | 61* | 99* | 0%

Going on with the list.
cpd | compound | FBPA Giardia inh | Pf growth 96h | Pf growth 48h
31 | N/C(=N\OC(=O)c1ccc(Br)cc1)c1ccncc1 | 5% | -24% | 78%[activator]
32 | Cc1ccccc1-n1c(SCC(=O)NCc2cccs2)nc2ccccc2c1=O | 0% | ? | -26%
33 | O=C1NC(Nc2nccs2)(C(F)(F)F)C(=O)N1CCc1ccccc1 (configuration not stated) | 11% | 0% | 0%
34 | CCOC(=O)C(C#N)=C1CCN(Cc2ccccc2)CC1 | -28% | 7.4µM* | ·
35 | Cc1ccc(S(=O)(=O)c2cn(C)c3cc(N4CCN(C)CC4)c(F)cc3c2=O)cc1 | 13% | ? | -17%
36 | O=S(=O)(c1ccc(OCC(O)CN2CCN(c3ccccc3Cl)CC2)cc1)N1CCOCC1 (configuration not stated) | 2% | ? | ·
37 | CCOn1c(=O)c(-c2cccc3ccccc23)[n+]([O-])c2ccccc21 | 4% | -18% | -8%
38 | Cc1cccc(CCNS(=O)(=O)c2ccc3c(c2)n(C)c(=O)c(=O)n3C)c1 | 0% | -45% | ·
39 | O=C(Nc1ccc(S(=O)(=O)Nc2ccccc2)cc1)c1ccc(CN2CCOCC2)cc1 | 0% | 32%[activator] | ?
40 | CC/C(C)=C1\SC(N2CCN(c3cccc(C(F)(F)F)c3)CC2)=NC1=O | 6% | 63%[activator] | ?
41 | CCOC(=O)CS(=O)(=O)c1ccc(O)cc1 | 6% | ? | -6%[5.75 µM]
42 | O=C(O)Cn1nnnc1SCC(=O)Nc1ccc(F)cc1F | 5% | -2% | 3%
43 | Cc1c(C(=O)N(Cc2nccn2C)C(C)C)oc2c(F)cccc12 | · | -8% | ?
44 | CN(C)c1ccc(C(=O)Nc2cccc(S(=O)(=O)NC3=NCCCCC3)c2)cc1 | · | -10% | 18%
45 | COC(=O)c1ccc(CSc2ccc3nnc(-c4ccccn4)n3n2)o1 | -19% | 10µM* | ?

cpd | Cycloheximide cs | Shiga toxin inh | Sm TGR block
31 | 45* | 52* | 7%
32 | 8 | 6 | -7%
33 | -2 | -2 | 8%
34 | 7 | -1 | ?
35 | -2 | -17 | 1%&1%
36 | -2 | -20 | 5%[11.4 µM]
37 | -1 | -3 | ·
38 | -5 | -19 | 0%
39 | 5 | -8 | 2%
40 | -2 | -31 | 5%
41 | -3 | -7 | -2%
42 | -2 | 3 | ·
43 | 18 | 2 | -8%
44 | · | · | -7%
45 | -2 | 8 | 40µM*

The list goes on:
cpd | compound | FBPA Giardia inh | Pf growth 96h | Pf growth 48h
46 | CCCOC1CCCN(C(=O)CCCn2nnnc2CN2CCOCC2)C1 (configuration not stated) | -6% | -21% | 0%
47 | CCN(CC)C(=O)CSc1nnc([C@@H](N)Cc2ccccc2)o1 | 6% | -20% | -2%
48 | CN(Cc1cnn(C)c1)Cc1nc(Cc2ccccc2Cl)no1 | -1% | 6% | 11%
49 | COc1ccc(S(=O)(=O)N2CCc3cc4c(cc3C2C)OCCCO4)cc1 (configuration not stated) | · | ? | ?
50 | Cc1cc(C(=O)COC(=O)Cn2cnc3c2c(=O)n(C)c(=O)n3C)c(C)n1C | -2% | 34%[activator] | 2%
51 | Cc1cc(C)cc(OCC(=O)NNC(=O)c2ccoc2C)c1 | 7% | 7% | -5%
52 | CCOC(=O)c1cc2ccc3ccccc3c2oc1=O | 2% | 43%[activator] | 0%
53 | Cc1ccc2cc(CCNC(=O)c3cccc([N+](=O)[O-])c3)c(=O)[nH]c2c1 | 5% | -21% | -27%
54 | CCC(=O)N1CC(=O)Nc2ccc(F)cc2C1c1ccc(F)cc1 (configuration not stated) | 5% | 26% | ·
55 | O=S(=O)(NCc1ccccn1)c1ccc(Cl)s1 | -13% | -10% | -7%
56 | CCCc1cc(=O)n(-c2nc3ccccc3s2)[nH]1 | -3% | 6% | -3%
57 | COc1ccc(N(CC(=O)O)S(=O)(=O)c2ccc(C)cc2)cc1Cl | 13% | 29% | 13%
58 | CCOC(=O)C1CCN(CC(O)COCc2ccc(Cl)cc2)CC1 (configuration not stated) | · | -29% | 11%
59 | O=C(C1CCCO1)N1CCN(S(=O)(=O)c2cccc3nsnc23)CC1 (configuration not stated) | 1% | 29% | 12%
60 | NNc1nc(-c2ccccc2)cc(-c2ccccc2)n1 | -7% | 5% | ?
61 | Cc1ccc(OCC(=O)N(Cc2ccc(C)o2)C2CCS(=O)(=O)C2)cc1 (configuration not stated) | 3% | 31%[activator] | 0%
62 | CC(=O)N1CCN(C(=O)c2ccco2)CC1 | -4% | 108%[activator] | 18%

cpd | Cycloheximide cs | Shiga toxin inh | Sm TGR block
46 | -3 | -4 | -17%
47 | -4 | -5 | -4%
48 | -4 | 24 | -29%
49 | -5 | -1 | -1%
50 | -4 | -2 | ?
51 | -1 | -4 | -11%
52 | 3 | 4 | 0%
53 | 3 | 15 | 2%
54 | -1 | 15 | -1%
55 | 1 | -5 | -2%
56 | 11 | 4 | -14%
57 | 15 | -10 | ·
58 | -8 | -3 | 0%
59 | -4 | 7 | 2%
60 | -4 | 25 | ·
61 | 1 | 30 | -24%
62 | 3 | -2 | -11%
